High-throughput results: PubChem BioAssay, several laboratories
NFkB transloc pot = enhancers of NFkB p65 translocation in HUVEC – imaging, IL-1B stimulus, high-content imaging, primary screen | activation, % at 2 µM | 94,000 tested, 0.3% active | HUVEC IL-1B NFkB p65 nuclear translocation imaging;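 active = activation above 40%, about the mean plus 3 SD, also judged a hit on visual image review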;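 note: percent activation is computed from the nuclear over cytoplasmic p65 intensity ratio; values of inactives mirror those of a sister screen read the other way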
PLAP inhibitors HTS = PLAP enzyme inhibitors, biochemical, luminescence, HTS (AID 690). purified PLAP, luminescent substrate; higher % means a stronger effect. one-dose inhibition, % at 20 µM; IC50 in µM for titrated hits. 96,000 tested, 0.08% active; in the data active = a potency from the dose series; inactive = the rest, 99 in 100 with inhibition below about 30%; note: strong numbers were not always called active
MRP resist rev = reversal of MRP1-mediated doxorubicin resistance, primary screen, H69AR cells, doxorubicin co-treatment. H69AR cells + 2 uM doxorubicin, CellTiter-Glo, 72 h. differential viability (reversal), % at 10 µM. 85,000 tested, 0.04% active. AID 602, 2007;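 active = viability drop by adding the cancer drug above about 55%, with treated viability meeting a 40% cutoff, limit read from the data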;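 note: viability without doxorubicin minus viability with 2 µM doxorubicin for each compound; larger differential means the compound sensitizes cells more to doxorubicin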
IL1B NFkB inh = inhibitors of IL-1B driven NFkB p65 nuclear import, primary screen, imaging, HUVEC, IL-1B stimulus, high-content imaging; AID 796, 2007; 94,000 tested, 0.43% active; HUVEC IL-1B NFkB p65 nuclear translocation imaging; inhibition, % at 2 µM;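 active = inhibition above about 30% together with a positive call from visual inspection of the well image, limit read from the data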;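 note: nuclear over cytoplasmic p65 intensity ratio measured by imaging; 0% = IL-1B stimulated DMSO wells and 100% = unstimulated DMSO wells; values of inactives mirror those of a sister screen read the other way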
Bcl-B displacement = displacers of TR3 peptide from Bcl-B, primary screen, selectivity assay for Bfl-1 inhibitor project, biochemical, fluorescence polarization; FP displacement of FITC-TR3 peptide from Bcl-B; higher % means a stronger effect; Bcl-2-like protein 10 (Homo sapiens); AID 748, 2007; one-dose displacement, % at 20 µM; IC50 in µM for titrated hits; 96,000 tested, 0.11% active;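 active = displacement above 50% at 20 µM plus a fluorescence interference ratio under 1.5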;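 note: plate controls were wells without compound for no effect and wells lacking Bcl-B protein for full effect; a part of the inactive calls stands beside numbers as strong as those of hits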
MRP resist rev cytotoxicity = recorded beside MRP resist rev, whose call it bears; viability, %; H69AR cells, CellTiter-Glo, 72 h; measured here: cytotoxicity without doxorubicin
MRP resist rev with doxorubicin = second read-out of MRP resist rev, no call of its own (marks repeat the call); viability, %; measured here: viability with 2 uM doxorubicin; active compounds read low
IL1B NFkB inh cell count 2 µM = further read-out of IL1B NFkB inh, marked with its call; cell count; measured here: cells passing quality filter;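 raw number of nuclei counted in each imaged well without normalization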
NFkB transloc pot cell count 2 µM = second read-out of NFkB transloc pot, no call of its own (marks repeat the call); cell count; measured here: cells passing quality filter
The depositor's hits bear a star; · = not tested or not shown. This is a subset. The share of hits here may be higher or lower than overall.

The line under a structure holds: NFkB transloc pot | NFkB transloc pot cell count 2 µM | PLAP inhibitors HTS | MRP resist rev | MRP resist rev cytotoxicity | MRP resist rev with doxorubicin | IL1B NFkB inh | IL1B NFkB inh cell count 2 µM | Bcl-B displacement
1: O=C(CCCCCN1C(=O)c2ccccc2C1=O)NC1CCCC1
  10 | 108 | -30% | 11 | 101 | 90 | -10 | 108 | 3%
2: CC1CC(=O)Nc2ccccc2S1(=O)=O (configuration not stated)
  · | · | -6% | 0 | 98 | 98 | · | · | -5%
3: COCCN(CCOC)Cc1cc(=O)oc2cc3c(cc12)CCC3
  9 | 120 | -62% | 13 | 89 | 76 | -9 | 120 | -3%
4: COc1ccc(Cl)cc1C(=O)N(Cc1nc(-c2cccc(C)c2)no1)C(C)C
  -5 | 167 | -41% | 8 | 80 | 73 | 6 | 167 | -16%
5: CCOc1ccccc1C1C(C(=O)Nc2ccc(OC)cc2)=C(C)Nc2nc(CCCO)nn21 (configuration not stated)
  21 | 65 | · | 0 | 105 | 105 | -21 | 65 | ·
6: CCCC(=O)NC(C)c1nc2ccccc2n1C (configuration not stated)
  -1 | 163 | -15% | -2 | 85 | 86 | 1 | 163 | -4%
7: O=C(c1cc2sccc2n1Cc1ccc(F)cc1)N1CCc2ccccc21
  -1 | 127 | · | -2 | 76 | 78 | 1 | 127 | ·
8: COc1ccccc1NC(=O)C1=C(C)Nc2nnnn2C1c1ccccc1OC (configuration not stated)
  18 | 107 | 18% | -2 | 99 | 101 | -18 | 107 | -3%
9: CCC(SC1=N/C(=C/c2ccccc2OC)C(=O)N1c1ccccc1)C(=O)Nc1cc(C)on1 (configuration not stated)
  5 | 99 | -3% | · | · | · | -6 | 99 | 3%
10: Cc1ccccc1Cn1cccc1/C=C1/C(=N)N2C=CSC2=NC1=O
  7 | 163 | -61% | · | · | · | -8 | 163 | 23%
11: COc1cc(-c2nnc(COC(=O)c3c4c(nc5ccccc35)CCCC4)o2)cc(OC)c1OC
  5 | 126 | -38% | · | · | · | -5 | 126 | 0%
12: CCOc1ccc(OCC)c(NC(=O)C2CCN(S(=O)(=O)c3cccc4nonc34)CC2)c1
  -10 | 166 | 6% | 16 | 87 | 72 | 10 | 166 | 4%
13: Cc1c(NC2(c3nnnn3-c3ccc(Br)cc3)CCCCC2)c(=O)n(-c2ccccc2)n1C
  17 | 154 | -39% | · | · | · | -17 | 154 | -9%
14: CC(C)Oc1ccc(CCc2n[nH]c(=S)n2Cc2ccccc2)cc1
  28 | 160 | -2% | · | · | · | -28 | 160 | -5%
15: N#CCCn1cnc2c(=S)nc[nH]c21
  8 | 108 | -18% | -8 | 92 | 101 | -8 | 108 | -2%
16: Cc1nc2nc(Cc3ccccc3)nn2c(C)c1Cl
  -1 | 156 | -10% | 22 | 104 | 82 | 1 | 156 | -5%
17: Cc1ccc(C(=O)O/N=C/c2c(Cl)n(C)c3ccccc23)cc1
  -3 | 186 | 9% | · | · | · | 3 | 186 | -10%
18: Cc1nn(-c2cc(N3CCOCC3)ccc2[N+](=O)[O-])c(=O)c2ccccc12
  · | · | 7% | 16 | 101 | 85 | · | · | 2%
19: COc1ccc(-c2cc(C(F)F)nc(-n3nc(C)cc3C)n2)cc1
  9 | 139 | 11% | -16 | 88 | 104 | -8 | 139 | 3%
20: CCOC(=O)c1cnn2c(C(F)(F)F)cc(-c3ccccc3)nc12
  · | · | 3% | -10 | 67 | 77 | · | · | 5%
21: CCCCOc1cccc(C(=O)N(Cc2ccco2)C2CCS(=O)(=O)C2)c1 (configuration not stated)
  -9 | 91 | -64% | -2 | 80 | 82 | 9 | 91 | 5%
22: O=C(NCc1cccc(CNC(=O)c2ccco2)c1)c1ccco1
  30 | 183 | 21% | 9 | 102 | 93 | -30 | 183 | -13%
23: CCC1(C)Cc2ccccc2-c2nc3n(c(=O)c21)CCCCC3 (configuration not stated)
  · | · | -2% | 8 | 79 | 71 | · | · | -6%
24: Cc1cc(-c2csc(N)n2)c(C)n1CCC(C)C
  7 | 157 | -24% | 6 | 86 | 80 | -7 | 157 | 2%
25: Cc1cc(C)n(-c2ccc(C(=O)Nc3nc4ccccc4s3)cc2)n1
  0 | 179 | -2% | -10 | 15 | 25 | 0 | 179 | 1%
26: Cc1cc(C)n2ncnc2n1
  17 | 180 | 2% | 2 | 109 | 107 | -17 | 180 | 6%
27: O=C(NCCCN1CCCC1=O)c1ccc(CNS(=O)(=O)c2ccc(F)cc2)cc1
  1 | 146 | -2% | 16 | 97 | 81 | -1 | 146 | -1%
28: O=C(O)C1CCCCC1C(=O)NCCc1cccc(Cl)c1 (configuration not stated)
  0 | 110 | -48% | -7 | 90 | 97 | 0 | 110 | -1%
29: Cc1cccc(NC(=O)NCc2ccc3c(c2)cc(C)n3C)c1
  -1 | 172 | 51% | 3 | 86 | 82 | 1 | 172 | 15%
30: CCOC(=O)C1CCCN(C(=O)c2ccc3c(c2)OCO3)C1 (configuration not stated)
  14 | 117 | · | 3 | 91 | 88 | -14 | 117 | ·
31: CC12CC3CC(C)(C1)CC(C(=O)NC1=NCCS1)(C3)C2
  -9 | 65 | -1% | 0 | 86 | 86 | 9 | 65 | -3%
32: CC1=CC(C)C(C(=O)O)C(C(=O)O)C1 (configuration not stated)
  8 | 197 | -58% | -9 | 97 | 106 | -8 | 197 | -2%
33: Cn1c(C(=O)NCc2ccc3c(c2)OCO3)cc2sccc21
  9 | 86 | 31% | 9 | 105 | 96 | -9 | 86 | 10%
34: O=C1Nc2ccc(S(=O)(=O)NCc3ccco3)c3cccc1c23
  11 | 172 | · | -9 | 74 | 83 | -11 | 172 | ·
35: O=C(N1CCOCC1)C12CC3CC(C1)CC(c1ccccc1)(C3)C2
  3 | 138 | -21% | 13 | 86 | 73 | -3 | 138 | 1%
36: C=CCC(c1ccccc1F)N(CCN1CCOCC1)C(=O)Nc1cccc(Cl)c1 (configuration not stated)
  -5 | 121 | -66% | 23 | 93 | 70 | 5 | 121 | -6%
37: Cc1cc(NC(=O)CSc2nc(CCC3CCCC3)nc3ccccc23)no1
  8 | 124 | 0% | · | · | · | -8 | 124 | 1%
38: CCOC(=O)c1cc(Br)c(=O)n2ccccc12
  1 | 159 | 24% | · | · | · | -1 | 159 | -4%
39: Fc1ccc(Cn2c(SCc3ccc(F)c(F)c3)nnc2C(F)(F)F)cc1
  1 | 176 | 14% | · | · | · | -1 | 176 | 6%
40: CCOc1cc(S(=O)(=O)N2CCCCC2)ccc1Cl
  -1 | 143 | -20% | 28 | 102 | 74 | 1 | 143 | -10%
41: Cc1ccc(S(=O)(=O)C(F)(F)F)cc1NC(=O)c1cccnc1
  -3 | 113 | · | -1 | 105 | 106 | 4 | 113 | ·
42: O=C(NCC1CCCO1)C1c2ccccc2C(=O)N1C1CCCCCCC1 (configuration not stated)
  4 | 87 | 0% | 8 | 84 | 76 | -4 | 87 | 0%
43: CCc1ccc2c(c1)C(NC(C)=O)C(=O)N2CC (configuration not stated)
  5 | 56 | -29% | · | · | · | -5 | 56 | -1%
44: O=C(CCS(=O)(=O)c1cccc2nsnc12)N1CCN(c2ccccc2F)CC1
  19 | 203 | -76% | 11 | 91 | 80 | -19 | 203 | 1%
45: CC(=O)Nc1ccc(NC(=O)C/C(C)=N/NC(=O)C(=O)N2CCCC2)cc1
  -5 | 126 | 8% | · | · | · | 5 | 126 | -3%
46: N#Cc1ccsc1NC(=O)c1cnccn1
  -3 | 114 | · | 7 | 96 | 89 | 3 | 114 | -3%
47: COC(=O)c1ccc(C)c(NC(=O)c2nn(C)c(=O)c3ccccc23)c1
  1 | 142 | 4% | -1 | 51 | 52 | -1 | 142 | -11%
48: Cc1ccc(Nc2nc(-c3c(C)nc4ccccn34)cs2)cc1
  -34 | 69 | -62% | · | · | · | 34* | 69* | 6%
49: O=C1OC(c2ccccc2)=C/C1=C\N1CCOCC1
  7 | 195 | 1% | -17 | 45 | 62 | -7 | 195 | -1%
50: O=C(Nc1nc(-c2ccc(Cl)cc2)cs1)c1cccnc1
  -6 | 154 | 2% | 4 | 94 | 90 | 6 | 154 | -7%
51: c1coc(Cn2c(SCc3nc4ccccc4[nH]3)nnc2-c2cccs2)c1
  33 | 140 | -110% | -11 | 99 | 109 | -33 | 140 | 36%
52: CC(=O)C1=C(O)C(=O)N(CCN2CCOCC2)C1c1ccccc1 (configuration not stated)
  -12 | 96 | -13% | 1 | 95 | 94 | 12 | 96 | -18%
53: Cc1cc([N+](=O)[O-])nn1Cc1ccccc1F
  14 | 189 | 0% | · | · | · | -14 | 189 | 4%
54: CCC(=O)NC(=S)Nc1ccccc1OC
  -27 | 107 | 10% | · | · | · | 27 | 107 | -5%
55: COc1nc(-c2ccccc2)ccc1-c1noc(-c2ccccc2F)n1
  -2 | 117 | -4% | · | · | · | 2 | 117 | -12%
56: COC(=O)C1C(=O)c2c([nH]c(C(=O)OCCSC)c2C)CC1C (configuration not stated)
  -9 | 147 | 16% | 4 | 79 | 75 | 9 | 147 | -13%
57: CCOC(=O)Nc1ccc(NC(=O)c2c(OC)cccc2OC)cc1
  1 | 154 | -7% | -9 | 98 | 107 | -1 | 154 | 3%
58: CCSc1nnc(-c2ccc(S(=O)(=O)N3CCOCC3)cc2)n1CC1CCCO1 (configuration not stated)
  -13 | 179 | 2% | 11 | 97 | 87 | 13 | 179 | -1%
59: CCOc1ccc(OCCN(C)Cc2ccccc2)cc1
  -2 | 154 | 16% | 17 | 95 | 78 | 2 | 154 | 0%
60: Cc1cc(C(F)F)nn1CC(=O)NCc1ccc(Cl)cc1Cl
  4 | 135 | · | 11 | 93 | 82 | -4 | 135 | ·

The list goes on:
The line under a structure holds: NFkB transloc pot | NFkB transloc pot cell count 2 µM | PLAP inhibitors HTS | MRP resist rev | MRP resist rev cytotoxicity | MRP resist rev with doxorubicin | IL1B NFkB inh | IL1B NFkB inh cell count 2 µM | Bcl-B displacement
61: CCOC(=O)c1cnc2nc(C(F)(F)F)[nH]n2c1=O
  18 | 184 | -7% | 0 | 103 | 103 | -18 | 184 | -2%
62: Cc1nn(C(C)CC(=O)O)c(C)c1Br (configuration not stated)
  5 | 134 | -8% | 27 | 97 | 70 | -5 | 134 | 10%
63: C=CCOc1cccc(C2/C(=C(/O)c3ccccc3)C(=O)C(=O)N2CCN2CCOCC2)c1 (configuration not stated)
  -4 | 99 | -42% | -6 | 99 | 105 | 4 | 99 | 0%
64: Cc1ccccc1-c1nc2sc3c(c2c(=O)n1N)CCCC3
  4 | 130 | 16% | -10 | 44 | 54 | -4 | 130 | -6%
65: CCOc1ccc(-n2c(SCC(=O)NCc3ccco3)nc3c(c2=O)SCC3)cc1
  · | · | 23% | 5 | 87 | 82 | · | · | 3%
66: COC(=O)C1CCN(c2nc3ccccc3nc2C(C#N)C(=O)OCC(C)C)CC1 (configuration not stated)
  23 | 107 | -8% | -2 | 79 | 81 | -23 | 107 | 1%
67: COCCNC(=O)CN(Cc1ccc2c(c1)OCO2)C(=O)CCC(=O)Nc1nccs1
  18 | 171 | -3% | 7 | 98 | 92 | -18 | 171 | 3%
68: Cc1cc(=O)[nH]c(SCC(=O)N2CCc3ccccc3C2)n1
  17 | 52 | -21% | 8 | 94 | 86 | -17 | 52 | -7%

Full records, looked up by structure. Values in the order: NFkB transloc pot	NFkB transloc pot cell count 2 µM	PLAP inhibitors HTS	MRP resist rev	MRP resist rev cytotoxicity	MRP resist rev with doxorubicin	IL1B NFkB inh	IL1B NFkB inh cell count 2 µM	Bcl-B displacement
`CCOC(=O)c1cnn2c(C(F)(F)F)cc(-c3ccccc3)nc12` across the screens: ·	·	3%	-10	67	77	·	·	5%
`O=C(O)C1CCCCC1C(=O)NCCc1cccc(Cl)c1` (configuration not stated) across the screens: 0	110	-48%	-7	90	97	0	110	-1%
`COCCNC(=O)CN(Cc1ccc2c(c1)OCO2)C(=O)CCC(=O)Nc1nccs1` across the screens: 18	171	-3%	7	98	92	-18	171	3%
